Screening data: PubChem BioAssay, National Center for Advancing Translational Sciences (NCATS)
FEN1 inhibitor = qHTS Assay for the Inhibitors of Human Flap endonuclease 1 (FEN1); AID 588795, 2011; Recombinant FEN1 flap cleavage, fluorescence, 15 min; 390,000 tested, 0.35% active; Potency, µM (doses to about 114 µM), inactives show at the highest dose activity change, negative = inhibition, most hits filed as inhibitors; P39748; note: nearly all actives have a fitted effect of over 65% in size
Target sequence (P39748 whole entry, looked up): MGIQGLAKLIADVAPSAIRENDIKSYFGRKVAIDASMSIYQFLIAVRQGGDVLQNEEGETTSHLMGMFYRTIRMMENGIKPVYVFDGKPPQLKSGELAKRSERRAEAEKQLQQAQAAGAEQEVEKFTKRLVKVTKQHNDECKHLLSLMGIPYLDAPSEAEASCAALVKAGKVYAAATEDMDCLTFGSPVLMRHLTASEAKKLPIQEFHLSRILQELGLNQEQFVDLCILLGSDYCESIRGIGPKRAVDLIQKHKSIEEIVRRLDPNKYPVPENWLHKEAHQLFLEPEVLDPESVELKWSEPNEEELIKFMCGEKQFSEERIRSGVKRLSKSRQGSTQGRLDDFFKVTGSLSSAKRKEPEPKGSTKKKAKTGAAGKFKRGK
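Potency values derive from four-parameter Hill fits of normalized qHTS data. The reaction used 10 nM FEN1 preincubated 15 min at room temperature with compound, then 50 nM DNA substrate, read at 0 and 15 min.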
DT40 TDP1 CPT = qHTS for Inhibitors of human tyrosyl-DNA phosphodiesterase 1 (TDP1): qHTS in cells in presence of CPT; chicken DT40 Tdp1-/-;hTDP1 cells + 20 nM CPT, ATP luminescence, 48 h; Potency, µM (top dose mostly 46.2 µM), for inactives: top-dose activity change, negative = growth inhibition, most hits filed as inhibitors; 420,000 tested, 12% active; note: nearly all actives have a fitted effect of over 55% in size
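Chicken DT40 Tdp1-/- cells stably complemented with human TDP1 were seeded at 400 cells/well in medium containing 20 nM camptothecin, exposed to pin-transferred compounds, and grown at 37 °C for at least 48 hr. Viability was read as ATP luminescence.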
N370S GC mod = qHTS Assay for Inhibitors and Activators of N370S glucocerebrosidase as a Potential Chaperone Treatment of Gaucher Disease; AID 2101, 2009; Potency, µM (titrated, usually from 59.4 µM), for inactives: top-dose activity change, negative = inhibition, hits mostly inhibitors; N370S GC spleen homogenate, 4MU-glucoside fluorescence; 330,000 tested, 0.092% active; Lysosomal acid glucosylceramidase (Homo sapiens), P04062;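 note: 0% = full enzyme activity and -100% = no enzyme basal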
* marks the source's active call; other numbers are inactive results; ? = inconclusive; . = not tested or not shown; & = joins results of further samples; [ ] = remark or other dose. Calls come from the whole dose curve; as a rule, active = well fitted curve in the direction sought with a large enough effect; inconclusive = small, poorly fitted or top-dose-only effect, or another doubt; inactive = no such curve, though single readings can be large; an effect the other way counts as inactive or inconclusive. Unless noted, % is set by controls: 0 for no effect and ±100 for the full control effect; potency is the fitted concentration of half-maximal effect. Not all compounds are listed; the hit share may differ from the screen's.

SMILES	FEN1 inhibitor	DT40 TDP1 CPT	N370S GC mod
COc1cccc(-c2nnc(SCC(=O)N(C)c3ccccc3)o2)c1	20.7%	?	.
O=C(O)CCSc1nnc(COc2cccc3ccccc23)n1-c1cccc(Cl)c1	-1.0%	19.5%	7.3%
CC1CCCC(NC(=O)C2CC(=O)N(Cc3ccccc3)C2)C1C (stereo unspecified)	-10.0%	-3.8%	-1.3%
COc1ccc(CCN(C)C2CC(=O)N(c3ccccc3)C2=O)cc1OC (stereo unspecified)	4.9%	9.2µM*	5.5%
O=C(Nc1ccc(F)cc1)Nc1ccccc1N1CCCCC1	-16.9%	?	5.7%
CC12CC3(C)CC(C)(C1)CC(C(=O)NCc1cccnc1)(C2)C3	-0.6%	-4.1%	-2.1%
O=C(C1CCC(CNS(=O)(=O)c2cccc3nsnc23)CC1)N1CCN(c2ccccn2)CC1 (stereo unspecified)	-4.6%	?	6.2%
CCOc1ccc(NC(=O)CN2C(=O)CSC2=O)cc1	-77.3%	-9.0%	-3.8%
CSc1nc2ccc(NS(=O)(=O)c3c(Cl)cccc3Cl)cc2s1	-11.9%	-12.3%	6.3%
COc1cc(C(=O)N2CCN(C)CC2)cc(OC)c1OC	-0.6%	9.3%	-12.6%
CCCOc1ccc(C2C(C(=O)c3ccco3)=C(O)C(=O)N2CCCn2ccnc2)cc1 (stereo unspecified)	-3.0%	9.3%	2.4%
Oc1ccc(N2CCN(C(c3ccc(Cl)cc3)c3nnnn3Cc3ccc(F)cc3)CC2)cc1 (stereo unspecified)	-15.6%	?	.
COc1cc(C(=O)Nc2ccc(F)cc2Cl)ccc1OCC(=O)N1CCOCC1	-0.5%	-12.2%	-9.4%
Cc1ccc(Oc2ccc(S(=O)(=O)N3CCOCC3)cc2C(N)=O)c(-n2nc3ccccc3n2)c1	-6.3%	3.66µM*	0.6%
COc1ccc(C2C(C(=O)c3ccco3)=C(O)C(=O)N2CC2CCCO2)c(OC)c1 (stereo unspecified)	-18.5%	11.6%	-13.2%
CCOc1ccc(NC(=O)CN(C)C(=O)C2CC(=O)N(CCc3ccccc3)C2)cc1OCC (stereo unspecified)	-3.7%	10.2%	-3.0%
O=C(CSc1nnc(-c2ccc3c(c2)OCO3)o1)Nc1ncc(C(F)(F)F)cc1Cl	18.8%	?	-4.7%
CCCc1ccc(-c2csc(NC(=O)C3=COCCO3)n2)cc1	-34.0%	-24.5%	.
O=C(NCCNC(=O)c1ccco1)c1ccc(Cl)c(Cl)c1	-5.5%	-10.8%	0.9%
O=S(=O)(CCNCc1ccco1)NCc1ccccc1	13.5%	4.3%	.
CCCCCC(=O)Nc1cc(S(=O)(=O)N2CCCCC2)ccc1N1CCOCC1	3.4%	-27.5%	1.7%
COCCN(C(=O)c1cc(S(=O)(=O)N2CCCCC2)ccc1Cl)c1c(N)n(CC(C)C)c(=O)[nH]c1=O	0.1%	-15.0%	0.2%
COc1ccc(Cl)cc1NC(=O)CC(C)=O	0.3%	3.6%	-1.5%
CCOc1cccc(C(=O)Nc2cc(C)ccc2NC(=O)c2ccco2)c1	-10.2%	2.1%	1.0%
Cc1nn(CC(=O)c2ccc(Cl)s2)c(C)c1[N+](=O)[O-]	-1.4%	14.7%	4.1%
Cc1ccc(OCC(=O)N2N=C(c3ccc(Cl)cc3)CC2c2ccco2)c([N+](=O)[O-])n1 (stereo unspecified)	3.1%	?	0.3%
Nc1nc(-n2cnnc2)nn1-c1ccccc1	-3.2%	-1.6%	0.4%
O=C(COc1ccccc1)Nc1cc(S(=O)(=O)N2CCOCC2)ccc1N1CCCC1	-1.1%	-18.7%	.
O=C(COc1cc(O)c2c(=O)c3ccccc3oc2c1)OCc1ccccc1	-0.8%	16.1%	-0.7%
CCOC(=O)C1=C(C)N=C2SC(C)C(=O)N2C1c1cccc(F)c1 (stereo unspecified)	-7.5%	?	6.1%
CC(C)CN1CC[C@@]2(CCCN(S(=O)(=O)c3ccccc3)C2)C1	.	-2.5%	-8.6%
COc1cc(OC)cc(C(=O)NC(C(=O)O)C23CC4CC(CC(C4)C2)C3)c1 (stereo unspecified)	11.2%	-0.7%	-1.1%
COc1ccc(C2=NOC(Cn3nc(-c4ccccc4)cc3C(=O)O)C2)cc1 (stereo unspecified)	-8.2%	7.4%	.
COc1cccc(NC(=O)CN(C)C(=O)CCNC(=O)c2ccccc2OC)c1	-4.5%	-7.9%	.
CC(=O)c1ccc(OCc2cc(C(=O)N(C)Cc3cc(C)no3)no2)cc1	1.2%	-11.8%	3.0%
COc1ccc(-c2nn(-c3ccccc3)cc2C(=O)O)cc1OC	-15.6%	0.2%	27.5%[12.8 µM]
CCCN(CCC)C(=O)CSc1nc2ccsc2c(=O)n1NC(=O)c1ccccc1	-2.1%	-9.3%	0.0%
COc1ccccc1N1CCN(C(=O)c2cc(=O)c3cc(C)ccc3o2)CC1	7.1%	14.6µM*	0.2%
CCCCOc1ccc(C(=O)NCC2(c3ccccc3)CCOCC2)cc1	12.1%	20.6µM*	18.3%
C/C(=N/NC(=O)c1ccoc1C)c1cccc(NC(=O)C(F)(F)F)c1	-4.2%	15.8%	6.5%

Complete entries as entered above. Order of screens: FEN1 inhibitor	DT40 TDP1 CPT	N370S GC mod
`COCCN(C(=O)c1cc(S(=O)(=O)N2CCCCC2)ccc1Cl)c1c(N)n(CC(C)C)c(=O)[nH]c1=O` is listed as 0.1%	-15.0%	0.2%
`CCCN(CCC)C(=O)CSc1nc2ccsc2c(=O)n1NC(=O)c1ccccc1` is listed as -2.1%	-9.3%	0.0%
`COc1ccc(-c2nn(-c3ccccc3)cc2C(=O)O)cc1OC` is listed as -15.6%	0.2%	27.5%[12.8 µM]

The list continues.
SMILES	FEN1 inhibitor	DT40 TDP1 CPT	N370S GC mod
COc1ccc2c(CC(=O)NNC(=O)c3ccccc3F)coc2c1	5.2%	-0.6%	.
COc1ccc(OC)c(Nc2ccc(C(=O)O)cc2[N+](=O)[O-])c1	4.3%	-2.8%	1.5%
O=S(=O)(c1ccccc1)N1N=C(c2cccs2)CC1c1ccc(F)cc1 (stereo unspecified)	-17.1%	?	13.4%
Cc1ccc(CN2CC(C(=O)Nc3cc(C)ccn3)CC2=O)cc1 (stereo unspecified)	0.9%	26.2%	-2.8%
COC(=O)N1[C@H](Cc2ccccc2)C=C[C@]1(C)C(=O)NCc1ccccn1	0.5%	-2.3%	1.8%&-6.1%
COC(=O)C(CCSC)NC(=O)Cn1ncc2c(=O)oc3ccc(C)cc3c21 (stereo unspecified)	-3.0%	12.1%	4.5%
COc1cc(/C=C(/C#N)C(=O)Nc2ccc(Cl)cc2)ccc1Oc1nc(Cl)ncc1F	17.8%	9.2µM*	10.9%
CC(C)(C)Cc1nc(-c2ccc(Cl)cc2)no1	1.6%	3.8%	-1.4%
COc1ccc(NC(=O)CSc2nc(=O)n(CCN3CCOCC3)c3c2CCCC3)c(OC)c1	-11.4%	4.6%	-11.1%
COc1ccc(C(=O)N/N=C/c2c(C)[nH]c(=O)[nH]c2=O)cc1	-12.2%	-0.1%	6.1%
COc1ccc(OCC(=O)NCCC2=CCCCC2)c([N+](=O)[O-])c1	-12.0%	?	9.1%
CC(C)CC(=O)Nc1nnc(S(=O)(=O)N2c3ccccc3CC2C)s1 (stereo unspecified)	5.1%&-3.3%	2.6%&-16.0%	2.5%
CCCc1ccc(C(=O)[C@@H]2[C@@H](C(C)=O)N3c4ccc(F)cc4C=C[C@@H]3[C@@]23C(=O)Nc2ccccc23)cc1	23.2%	23.1µM*	9.3%
Cc1ccccc1NS(=O)(=O)c1ccc(NC(=O)c2ccco2)cc1	9.7%	-26.4%	0.9%
COc1cc2[nH]c(=O)n(Cc3ccc(C(=O)N4CCC(N5CCCCC5)CC4)cc3)c(=O)c2cc1OC	10.7%	-16.1%	-16.1%
Cc1ccc(CNC(=O)CN2C(=O)COc3ccc(S(=O)(=O)N4CCCCC4)cc32)o1	-11.0%	-16.7%	1.0%
CCOC(=O)N1CCN(CCC(=O)Nc2ccc(Br)c(C)c2)CC1	2.4%	?	-15.7%
O=C(c1ccc(F)cc1)n1cc(C(=S)N2CCOCC2)c2ccccc21	-5.6%	?	15.2%
O=C(NC1CCCC1)c1cc(-c2ccc(Cl)cc2Cl)on1	-1.9%	3.4%	0.5%
CCN(CC(=O)NCc1ccco1)S(=O)(=O)c1ccc(OC)cc1	-1.1%	-0.7%	4.2%
O=C(O)CCc1ccc2ccccc2c1	-15.6%	4.5%	.
CCCCC(CC)CN=C(N)NC(N)=NCCCCCCN=C(N)NC(N)=NCC(CC)CCCC (stereo unspecified)	50.1µM*	13µM*	?
Cc1nnc(N2C(=O)c3cccc4c([N+](=O)[O-])ccc(c34)C2=O)s1	11.6%	7.31µM*	-1.7%
O=C(OCC(=O)N1CCCC1=O)c1ccc(F)c(S(=O)(=O)N2CCOCC2)c1	-0.8%	-2.9%	-7.7%
CCOc1ccc(NC(=O)Nc2ccon2)cc1	19.4%	?	4.4%
CCOc1ccc(S(=O)(=O)NC2=NCCCCC2)cc1	59.6%	0.2%	.
CCOc1cc(C=O)cc(Cl)c1OCC(N)=O	-3.2%	?	-2.5%
CC(I)CCC(C)[n+]1cccc(I)c1 (stereo unspecified)	-1.6%	14.7%	.
O=C(CCN1C(=O)c2cccc([N+](=O)[O-])c2C1=O)Nc1nccs1	-2.1%	10.5%	6.0%
Cc1cc(C(=O)NCc2ccco2)on1	-6.4%	14.5%	3.5%
COc1cc2c(cc1OC)-c1cc(Nc3ccc(F)cc3)nc(=O)n1CC2	-0.2%	?	-5.8%
Cc1ccccc1-c1nccc(Nc2ccc(F)cc2)n1	.	?	20µM*
COc1ccc(NC2(c3ccc(Cl)cc3)C(=O)c3ccccc3C2=O)cc1	-18.3%	2.0%	-1.9%
Cc1ccc(SCC(=O)OCC(=O)N(C)CC(=O)Nc2ccccc2Cl)cc1	-0.8%	-13.4%	0.2%
Cc1ccc(C)c(C(=O)CSc2nnc(C)s2)c1	-11.5%	6.9%	-14.0%
CCOc1ccccc1CNCCN1CCOCC1	4.4%	-25.3%	-4.1%
CCOC(=O)c1cc(C#N)c(Oc2cccc(C(F)(F)F)c2)nc1-c1ccccc1	-11.5%	?	2.9%
Cc1csc(CNC(=O)C2CCC(=O)N(CCCc3ccccc3)C2)n1 (stereo unspecified)	15.9%	-3.9%	-4.2%
CC(=O)c1cc2c(cc1N/C(=N/S(=O)(=O)c1ccc(Cl)cc1)c1ccc(F)cc1)OCO2	-0.8%	-3.8%	.
CCCN(CCC)CCCNC(=O)c1cn(CCOC)c(=O)c2c1c1ccccc1n2C	7.8%	?	-9.6%

Part of the list above in order of heavy-atom count, lowest first:
SMILES	FEN1 inhibitor	DT40 TDP1 CPT	N370S GC mod
O=C(O)CCc1ccc2ccccc2c1	-15.6%	4.5%	.
CCOc1ccc(S(=O)(=O)NC2=NCCCCC2)cc1	59.6%	0.2%	.
COc1ccc(NC2(c3ccc(Cl)cc3)C(=O)c3ccccc3C2=O)cc1	-18.3%	2.0%	-1.9%

Shown with values under each structure: entries from further up.
The line under a structure holds: FEN1 inhibitor, DT40 TDP1 CPT, N370S GC mod
COc1cc2[nH]c(=O)n(Cc3ccc(C(=O)N4CCC(N5CCCCC5)CC4)cc3)c(=O)c2cc1OC
→ 10.7%, -16.1%, -16.1%
Cc1ccc(CNC(=O)CN2C(=O)COc3ccc(S(=O)(=O)N4CCCCC4)cc32)o1
→ -11.0%, -16.7%, 1.0%
